Screening data as filed in PubChem.
T cell modulator = T cell immune modulation candidate. 2C CD8+ T cell-vesicle binding, flow cytometry; active compounds read low. calls only at 7 µM. 330,000 tested, 0.068% active. AID 2052;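 active = response, share of CD8 T cells binding vesicles, and their 90th percentile fluorescence all below set limits, cut at about 80% in these data, passing the limit was not always enough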
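incubation = binding step 1.5 h, 37 °C, antibody labelling 20 min, ice | test system = 2C mouse CD8+ T cells | read-out basis = percent CD8+ FL2 mean versus row control | controls = Peptide-free naked vesicles (low) and QL9 vesicles with 0.7% DMSO vehicle (high) | detection = flow cytometry of vesicle-bound cells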
KOR beta-arrestin-1 = kappa opioid receptor activators – cell-based, luminescence, uHTS, primary screen (AID 1777); KOR beta-arrestin recruitment, luminescence; higher % means a stronger effect; activation, % at 10 µM, or EC50 in µM where a hit was titrated; 280,000 tested, 0.02% active; in the data active = activation above about 50%, passing the limit was not always enough; note: a part of the inactive calls stands beside numbers as strong as those of hits
PhoP inhibition = inhibitors of PhoP regulon expression, primary screen, Salmonella Typhimurium, GFP reporter (AID 1863). S. Typhimurium PhoP-regulated promoter GFP reporter, 4 h; higher % means a stronger effect. one-dose inhibition, % at 50 µM; IC50 in µM for titrated hits. 300,000 tested, 0.16% active;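 active = inhibition over 29.93%, a cutoff 3 SD above the screen mean, later confirmed by dose response; inconclusive = inhibition over 29.93% but no dose response follow-up; inactive = inhibition at most 29.93% or unconfirmed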;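 note: 0% = low Mg2+ inducing control and 100% = high Mg2+ repressing control; strong numbers were not always called active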
KOR beta-arrestin-2 = KOR antagonists, beta-arrestin recruitment, cell-based, luminescence, uHTS (AID 1778) | KOR beta-arrestin recruitment, luminescence, antagonist mode; higher % means a stronger effect | inhibition, % at 10 µM, or IC50 in µM where a hit was titrated | 290,000 tested, 0.091% active; in the data active = inhibition above about 50%; note: strong numbers were not always called active
GPR55 antagonists = GPR55 antagonists blocking LPI-driven arrestin recruitment, primary screen, imaging, U2OS, beta-arrestin-GFP, LPI agonist (AID 2013); U2OS GPR55 beta-arrestin-GFP translocation imaging, LPI antagonism; higher % means a stronger effect; inhibition, % at 10 µM, or IC50 in µM where a hit was titrated; 290,000 tested, 0.13% active;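 active = spots per cell inhibited over 60%, with over 100 cells counted and total cytoplasm intensity under 500,000; inconclusive = wells with under 100 cells, flagged as likely toxic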;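 note: U2OS cells stably carrying GPR55 and arrestin-GFP stimulated by 5 µM LPI near EC80; imaged beta-arrestin-GFP aggregate spots per cell after agonist stimulation; plate controls were LPI-stimulated DMSO wells for no effect and DMSO wells without LPI for full effect; some results filed as inactive read as strong as hits; confirmed hits need IC50 under 10 µM and bright autofluorescent wells are also inconclusive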
GPR55 beta-arrestin = GPR55 agonists via beta-arrestin recruitment, primary screen, imaging, U2OS cells, beta-arrestin-GFP redistribution (AID 1961); U2OS GPR55 beta-arrestin-GFP redistribution imaging; higher % means a stronger effect; one-dose activation, % at 10 µM; EC50 in µM for titrated hits; 290,000 tested, 0.048% active;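 active = activation above 40% with more than 50 cells counted in the well; inconclusive = wells holding fewer than 50 cells, flagged as toxic or sparse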;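 note: U2OS osteosarcoma cells stably expressing GPR55 and beta-arrestin-GFP; plate controls were DMSO negative control for no effect and LPI positive control for full effect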
GPR35 antagonists = GPR35 antagonists blocking zaprinast-driven arrestin recruitment, primary screen, imaging, U2OS, beta-arrestin-GFP, zaprinast agonist (AID 2058). one-dose inhibition, % at 10 µM; IC50 in µM for titrated hits. U2OS GPR35 beta-arrestin-GFP translocation imaging, zaprinast antagonism; higher % means a stronger effect. 290,000 tested, 0.052% active;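 active = inhibition of at least 50% with at least 30 cells and total cytoplasm GFP at most 10,000,000; inconclusive = under 30 cells or total GFP of 10,000,000 plus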
West Nile antiviral = West Nile virus antiviral activity, cell-based, CPE readout (AID 1621); West Nile virus-infected cells, CPE inhibition; higher % means a stronger effect; CPE inhibition, % at 10 µM; hits with a dose series show IC50 in µM; 290,000 tested, 0.02% active; in the data active = a potency from the dose series; inconclusive = CPE inhibition mostly from about 3.7% at the one dose, without a potency; inactive = the rest, 99 in 100 with CPE inhibition below about 2.2%; note: strong numbers were not always called active
NTR1 agonist = NTR1-driven beta-arrestin-GFP spot formation – imaging, U2OS cells, high content, primary screen (AID 493036); agonist mode; activation, % at 20 µM; 330,000 tested, 0.17% active;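 active = activation at or above 40% of the spot to cytoplasm intensity ratio, with at least 20 cells analyzed; inconclusive = wells under 20 cells, flagged as cytotoxic or low count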;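 note: 0% = DMSO without peptide and 100% = 100 nM NTR1 peptide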
Target sequence (P30989 whole entry, looked up): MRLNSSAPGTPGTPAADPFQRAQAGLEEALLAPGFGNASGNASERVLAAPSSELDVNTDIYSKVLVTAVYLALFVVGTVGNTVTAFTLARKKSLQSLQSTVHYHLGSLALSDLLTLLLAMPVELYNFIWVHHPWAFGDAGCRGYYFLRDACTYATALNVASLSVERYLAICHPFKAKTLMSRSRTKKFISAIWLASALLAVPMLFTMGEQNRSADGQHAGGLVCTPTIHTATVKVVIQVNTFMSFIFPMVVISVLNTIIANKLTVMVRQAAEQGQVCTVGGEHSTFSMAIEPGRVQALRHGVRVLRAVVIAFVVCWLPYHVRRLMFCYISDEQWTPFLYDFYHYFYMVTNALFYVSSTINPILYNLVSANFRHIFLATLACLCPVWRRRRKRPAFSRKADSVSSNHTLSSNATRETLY
T cell modulator vesicle-bound % = second read-out of T cell modulator, no call of its own (marks repeat the call); double positive events, %; measured here: CD8+ vesicle-bound cell fraction;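 binding gate set so that unloaded-vesicle control wells show 10% double positive cells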
NTR1 agonist cell count 20 µM = also measured in NTR1 agonist; calls as there; cell count; measured here: cell count, cytotoxicity flag
Active calls of the source: *; i = inactive; ? = inconclusive; . = no result given; [ ] = remark or other dose.

cpd	Molecule	T cell modulator	T cell modulator vesicle-bound %	KOR beta-arrestin-1	PhoP inhibition	KOR beta-arrestin-2	GPR55 antagonists	GPR55 beta-arrestin	GPR35 antagonists	West Nile antiviral	NTR1 agonist	NTR1 agonist cell count 20 µM
1	Cc1nc(N2CCOCC2)nc(OCCN(C)C)c1[N+](=O)[O-]	i	44.2	13.2%	20.5%	-10.7%	2.1%	-0.8%	-3.1%	-0.3%	-0.4	66
2	Cc1ccc(S(=O)(=O)NC(=O)Nc2nccs2)cc1	i	17.0	4.1%	-0.9%	-3.6%	0.4%	0.3%	10.5%	0.0%	0.0	110
3	COc1ccc(CCCC(=O)N/N=C/c2ccc(C)cc2)cc1	i	5.6	-1.6%	-3.7%	0.6%	1.3%	0.0%	-10.8%	0.0%	6.7	25
4	CCn1c(SCc2nc3ccccc3s2)nnc1-c1cccs1	i	6.3	-1.2%	4.0%	15.8%	-1.9%	-0.1%	5.2%	-1.3%	-0.1	80
5	O=C(CSc1nnc(Cc2cc(=O)[nH]c(=O)[nH]2)n1-c1ccc(Cl)cc1)N1CCc2ccccc21	i	60.2	2.2%	-3.9%	2.1%	16.3%	0.2%	-8.7%	0.4%	0.3	71
6	O=C(CN1C(=O)c2ccccc2C1=O)Nc1cccc(O)c1	i	61.4	3.0%	-3.3%	-13.9%[20 µM]	-15.3%	-0.1%	-2.4%	0.0%	-0.2	53
7	COc1ccc(C2NC(=O)NC(C)=C2C(=O)Nc2cccc(C)c2C)cc1 (stereo unspecified)	i	32.7	-1.8%	1.3%	-20.0%	14.0%	0.3%	-4.4%	0.0%	-1.3	77
8	Cc1ccc(S(=O)(=O)N2CCN(C(=O)CN3CCCCC3)C2C(C)C)cc1 (stereo unspecified)	i	32.0	-2.8%	20.8%	24.0%	8.0%	-0.1%	-7.3%	-0.8%	-0.6	81
9	CCN(CC)C(=O)CSC(=Nc1ccccc1F)NC#N	i	44.9	-3.3%	25.6%	28.1%	20.9%	0.0%	9.8%	0.1%	-0.3	37
10	CCOc1ccccc1N1CCN(C(=S)NCc2ccccc2)CC1	i	23.7	9.7%	-2.6%	-12.5%	2.0%	0.8%	-6.0%	-0.9%	4.9	78
11	Cc1ccc(S(=O)(=O)Nc2c(NC3CCCCC3)c3ccccc3oc2=O)c(C)c1	i	46.6	6.5%	4.9%	-27.7%	1.8%	-0.4%	10.1%	0.8%	4.5	52
12	CN(C)c1ccc(-c2nnn(CC(=O)Nc3ccc4c(c3)OCCO4)n2)cc1	i	42.8	.	-3.5%	-19.1%[20 µM]	12.5%	0.3%	8.0%	-0.8%	-0.5	30
13	Cc1cc(-n2nc(C)cc2C)n2nc(C)c(-c3ccccc3)c2n1	.	.	-3.3%	2.2%	13.1%	-4.0%	0.3%	-3.0%	-0.1%	6.2	49
14	O=C(O)c1n[nH]c2ccccc12	i	49.7	-2.7%	-2.9%	-3.9%	6.2%	0.3%	7.5%	0.1%	-0.1	59
15	O=C(/C=C/c1c(F)cccc1Cl)NCCCN1CCOCC1	i	18.8	1.1%	-3.4%	-7.5%	12.8%	-0.2%	1.3%	-0.8%	-0.5	63
16	CNc1nc(N)c([N+](=O)[O-])c(N2CCCCCC2)n1	i	58.9	-0.4%	27.0%	-4.1%	5.4%	0.0%	9.5%	0.4%	2.2	57
17	COc1ccc(N(C)C(=O)C2CCCN2S(=O)(=O)c2cccc3nsnc23)cc1 (stereo unspecified)	i	30.4	-0.5%	1.5%	-1.7%	11.2%	-0.2%	11.0%	-0.4%	-0.5	56
18	COc1ccccc1NC(=O)C1C2C=CC3(CN(Cc4cccnc4)C(=O)C13)O2 (stereo unspecified)	i	24.0	-6.8%	17.1%	0.6%	21.6%	-0.2%	5.7%	0.1%	-0.2	52
19	COc1ccccc1Nc1nc(NCC(C)C)nc(N)c1[N+](=O)[O-]	i	19.2	4.0%	-2.6%	-11.5%	-2.6%	1.0%	7.4%	1.9%	8.1	51
20	CCC(C)[C@H](NC(=O)OC(C)(C)C)C(=O)N/N=C/c1ccc2nccnc2c1 (stereo partly specified)	i	44.0	-2.3%	-18.6%	6.9%	5.0%	0.0%	-0.2%	0.0%	0.9	70
21	C=CCc1cccc2cc(C(=O)N3CCN(C(=O)c4ccco4)CC3)c(=O)oc12	i	52.9	0.3%	2.2%	27.5%	3.4%	-0.2%	3.1%	-0.2%	0.5	52
22	CCS(=O)(=O)NCCc1csc(-c2ccc(OC)c(OC)c2)n1	i	37.3	1.1%	-2.8%	6.1%	1.7%	-0.1%	4.7%	0.4%	0.2	61
23	CCC(=O)Nc1ccc(N2CCN(C(=O)c3ccco3)CC2)c(Cl)c1	.	.	-2.0%	.	-3.2%	2.0%	0.0%	-10.3%	-0.4%	0.0	54
24	O=C(CC(SCCO)c1ccc2c(c1)OCO2)c1cccs1 (stereo unspecified)	.	.	-4.8%	28.6%	11.7%	14.2%	0.8%	-8.3%	?	-0.1	40
25	COc1ccc(C2Nc3ccccc3C(=O)N2NS(=O)(=O)c2ccccc2)cc1OC (stereo unspecified)	i	35.6	-3.5%	-2.3%	-13.1%	4.8%	0.1%	-6.9%	-0.6%	0.3	82
26	CCOC(=O)/C(C#N)=C\c1ccc(N2CCN(C)CC2)cc1	i	66.0	0.1%	4.0%	18.5%	14.0%	0.1%	-5.3%	0.0%	-1.3	52
27	COc1ccc(C2=NOC(C(=O)NCc3ccco3)C2)cc1 (stereo unspecified)	i	38.9	-7.1%	5.1%	-58.0%	1.7%	-0.1%	5.3%	0.6%	-1.2	68
28	CC(CCc1ccccc1)NC(=O)COC(=O)CC1CC2CCC1C2 (stereo unspecified)	i	52.5	-5.9%	5.4%	-0.9%	-5.8%	1.3%	-17.7%	0.2%	2.0	51
29	O=C(COC(=O)c1ccc(F)cc1)Nc1ccccc1N1CCOCC1	i	48.2	-6.8%	4.5%	0.6%	-3.0%	0.1%	5.5%	0.2%	-1.2	64
30	CCc1ccccc1NC(=O)CSc1nc2ccccc2nc1N1CCOCC1	i	34.6	-2.9%	.	-2.7%[20 µM]	-3.7%	-0.1%	-3.7%	0.9%	1.1	82

Remaining list, next part:
cpd	Molecule	T cell modulator	T cell modulator vesicle-bound %	KOR beta-arrestin-1	PhoP inhibition	KOR beta-arrestin-2	GPR55 antagonists	GPR55 beta-arrestin	GPR35 antagonists	West Nile antiviral	NTR1 agonist	NTR1 agonist cell count 20 µM
31	O=C(Nc1nc2c(s1)CCCC2)c1cc(-c2ccccc2)nc2ccccc12	i	35.1	1.0%	-28.9%	-4.7%	-12.7%	-0.2%	-3.0%	-0.9%	1.5	53
32	CC1=C(C(=O)Nc2cccc(C(=O)NC3CCCC(C)C3C)c2)SCCO1 (stereo unspecified)	i	10.0	-0.8%	-5.5%	-14.4%	13.2%	-0.1%	2.0%	-0.2%	1.0	62
33	Cn1c(=O)c(C(=O)CCl)c(N)n(Cc2ccccc2)c1=O	i	9.6	-3.9%	4.1%	0.1%	-3.9%	0.7%	-0.6%	-1.1%	-0.6	53
34	CCc1ccc(NS(=O)(=O)c2cccc3nsnc23)cc1	i	40.4	-3.2%	3.3%	6.9%	0.6%	-0.3%	5.3%	-0.9%	-0.5	96
35	CC(C)(O)C#Cc1ccc(C(=O)N2CCC(CCC(=O)NC3CC3)CC2)cc1	i	64.4	7.7%	-0.2%	-20.5%	-6.4%	-0.1%	1.3%	0.1%	-0.3	65
36	CCOC(=O)c1[nH]c(C)c(C(=O)NCc2ccccn2)c1C	i	41.8	-9.7%	0.4%	3.4%	-3.6%	1.0%	-14.4%	.	-0.7	50
37	COc1ccc(NC(=O)Nc2ccccc2F)cc1Cl	i	51.7	1.7%	5.2%	-19.6%	8.6%	-0.1%	8.8%	0.2%	-0.2	80
38	CCCCN(CCCC)Cc1ccc(C(=O)NN)o1	i	56.6	5.9%	-8.2%	-2.7%	15.4%	-0.7%	1.6%	0.2%	1.3	86
39	Cc1cc(NC(=O)Cc2ccccc2C)no1	i	59.1	-4.9%	-4.5%	-10.3%[20 µM]	-8.5%	-0.4%	-1.7%	0.3%	1.1	57
40	O=C1CCC(C(=O)NCCCn2ccnc2)N1 (stereo unspecified)	i	66.9	-1.5%	-12.3%	-26.1%	8.3%	-0.3%	-6.8%	0.4%	-0.3	45
41	CC(=O)N1c2ccc(S(=O)(=O)NCCC(=O)Nc3ccc(C)c(Cl)c3)cc2CC1C (stereo unspecified)	i	16.4	0.4%	-1.0%	19.8%	0.7%	-0.1%	-7.7%	0.5%	-1.0	43
42	CCCCn1c(-c2nn(C)cc2Cl)n[nH]c1=S	i	36.0	3.5%	-8.1%	30.2%	2.5%	0.0%	5.4%	-0.1%	-0.9	27
43	CC(C)CC(NC(=O)C(COCc1ccccc1)NC(=O)OC(C)(C)C)C(=O)NN (stereo unspecified)	i	35.3	-2.1%	6.0%	17.0%	4.1%	1.7%	-10.3%	0.0%	1.9	50
44	Cc1noc(C)c1CSc1nnc(-c2cccnc2)n1C1CCCCC1C (stereo unspecified)	i	26.3	19.1%	-7.1%	-2.8%	-1.2%	0.1%	-18.4%	-1.0%	-2.2	96
45	Cc1ccccc1NC(=O)Cn1nnc2ccccc21	i	66.5	-0.7%	-2.1%	2.0%	9.6%	0.2%	9.4%	0.3%	-0.5	39
46	CN1C(=O)COc2ccc(C(=O)c3oc4ccccc4c3-c3cnc4c(c3)COc3ccccc3-4)cc21	.	.	-0.2%	-7.1%	-14.0%	22.3%	-0.2%	1.7%	1.6%	.	.
47	CCOP(=O)(OCC)C(NC(=O)Nc1c(C)cc(C)cc1C)c1ccccc1 (stereo unspecified)	i	66.4	0.3%	-4.0%	-28.5%	-5.4%	-0.3%	-2.7%	0.1%	-0.5	46
48	CCOC(=O)c1c(C)oc2c1c(C(c1cccnc1)N1CCOCC1)c(O)c1ccccc12 (stereo unspecified)	i	59.2	4.4%	-3.7%	-27.2%	10.3%	1.2%	10.0%	?	31.6	29
